Luciferase inh – Photinus pyralis luciferase inhibition; P08659; purified P. pyralis luciferase, luminescence, biochemical; Potency, µM (series often up to 115 µM), for inactives: at the highest dose activity change, negative = inhibition, usual class: inhibitors; 76,000 tested, 2.5% active; note: potency is the fitted concentration of half-maximal effect; nearly all actives have a fitted effect of over 65% in size
Target sequence (P08659 whole entry, looked up): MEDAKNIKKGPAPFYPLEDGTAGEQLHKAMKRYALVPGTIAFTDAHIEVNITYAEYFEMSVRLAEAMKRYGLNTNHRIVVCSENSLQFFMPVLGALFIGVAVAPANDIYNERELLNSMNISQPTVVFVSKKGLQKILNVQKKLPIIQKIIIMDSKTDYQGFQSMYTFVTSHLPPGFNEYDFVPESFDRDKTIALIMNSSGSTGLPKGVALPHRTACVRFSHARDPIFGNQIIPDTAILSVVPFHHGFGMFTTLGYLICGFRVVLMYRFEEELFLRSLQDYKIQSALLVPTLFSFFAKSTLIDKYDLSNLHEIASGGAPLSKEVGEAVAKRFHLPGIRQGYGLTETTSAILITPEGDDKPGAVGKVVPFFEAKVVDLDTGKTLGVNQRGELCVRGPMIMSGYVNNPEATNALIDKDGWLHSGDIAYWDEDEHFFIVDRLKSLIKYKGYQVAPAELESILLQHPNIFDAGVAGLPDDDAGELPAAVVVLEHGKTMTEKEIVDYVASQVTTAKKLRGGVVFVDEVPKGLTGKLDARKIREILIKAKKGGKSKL
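Biochemical qHTS: compound (6-point titration) added to 10uM D-luciferin plus 10uM ATP in Tris acetate pH 7.5 buffer with Mg, Tween-20 and BSA, then purified enzyme at 10nM; light output imaged.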
HEK293 tox – HEK 293 cell cytotoxicity; HEK 293 viability, ATP luminescence (CellTiter-Glo), 48-72 h; 94,000 tested, 6.6% active; Potency, µM (series often up to 115 µM), for the others: at the highest dose activity change, negative = cytotoxicity, usual class: inhibitors; note: potency is the fitted concentration of half-maximal effect; nearly all actives have a fitted effect of over 60% in size
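Read-out: CellTiter-Glo ATP luminescence. Cells: HEK 293, 250 cells/well. Exposure: 48 or 72 hr, 37 degree Celsius.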
HEK293 viab – counter-screen for SNCA expression inhibitors: cell viability; HEK-293-SNCA-luc viability, GF-AFC fluorescence, 24 h; Potency, µM (doses to about 57.1 µM), without a hit: at the highest dose activity change, negative = cytotoxicity, usual class: cytotoxic; 150,000 tested, 0.12% active;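 note: potency is the fitted concentration of half-maximal effect; 0% = DMSO-treated cells and -100% = medium-only wells without cells; nearly all actives have a fitted effect of over 30% in size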
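HEK-293-SNCA-luc cells (1500/well) plated 24 h, then exposed 24 h to a dilution series; GF-AFC added 30 min at 37C, fluorescence 405/540 nm; normalised to medium-only and DMSO wells, Hill fit.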
GPT2 inhibitor – GPT2 alanine aminotransferase inhibition; 100,000 tested, 0.25% active; Recombinant GPT2, coupled pyruvate oxidase/HRP Amplex Red fluorescence; Potency, µM (top dose mostly 57.7 µM), inactives show at the highest dose activity change, negative = inhibition, actives largely listed as inhibitors; Q8TD30; AID 1671188; note: potency is the fitted concentration of half-maximal effect; nearly all actives have a fitted effect of over 60% in size; many of its hits are not listed in these tables
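GPT2 10ng/uL, a-KG 250uM, L-Ala 2mM, HEPES pH7.5 + 0.0001% Tween; 30 min RT. Then Amplex mix (PO/HRP/ThPP), 30 min RT dark, fluorescence. AOA 50uM used as positive control.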
SNCA expr inh – SNCA gene expression inhibition; Potency, µM (highest dose often 57.2 µM), without a hit: at the highest dose activity change, negative = inhibition, hits mostly inhibitors; HEK-293 SNCA-luciferase knock-in, luminescence, 24 h; 140,000 tested, 0.17% active;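 note: potency is the fitted concentration of half-maximal effect; plate controls were DMSO cells for no effect and cell-free wells for full effect; nearly all actives have a fitted effect of over 45% in size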
IP6K1 inhibitor – inhibitors of human IP6K1 | Q92551 | IP6K1 kinase, ADP-Glo luminescence, 2 h; hits give low values | activity change, % (series mostly up to about 58 µM) | 140,000 tested, 0.81% active; in the data active = activity change below about -25%
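ADP-Glo luminescence measures ADP made by human IP6K1 during a 2 h RT reaction with ATP/IP6 (mix at 1.3 mM/130 uM); top library doses 57.5 and 19.1 uM final.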
3T3 cytotox – NIH 3T3 cell cytotoxicity. NIH 3T3 viability, CellTiter-Glo ATP luminescence, 48-72 h. Potency, µM (series often up to 96.7 µM), inactives show top-dose activity change, negative = cytotoxicity, actives largely listed as inhibitors. 94,000 tested, 4.3% active. AID 1345082; note: potency is the fitted concentration of half-maximal effect; nearly all actives have a fitted effect of over 55% in size
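First NIH 3T3 cells are plated at 400 cells/well; next compound is pinned in; then plates incubate 48 or 72 hr at 37 °C; finally CellTiter-Glo is added and luminescence read after 10 min.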
Active calls of the source: *; i = inactive; ? = inconclusive; · = not tested or not shown; & = joins results of further samples; [ ] = remark or other dose. Unless noted, calls come from the whole dose curve; as a rule, active = well fitted curve in the direction sought with a large enough effect; inconclusive = small, poorly fitted or top-dose-only effect, or another doubt; inactive = no such curve, though single readings can be large; an effect the other way counts as inactive or inconclusive. Unless noted, % is set by controls: 0 for no effect and ±100 for the full control effect.

(1) CCCCOc1ccc(-c2nn(-c3ccccc3)cc2C2NC(=O)NC(C)=C2C(=O)OC)cc1 (stereo not given)
(2) O=C(N[C@H]1CCOC[C@H]1C1CCOCC1)c1scc2c1OCCO2
(3) Cc1nc(C)c(C(=O)N2CCC3(CC2)CC(N(C(=O)NC(C)C)C2CC2)CCO3)s1 (stereo not given)
(4) COc1ccccc1C(=O)N1CCC(Cc2nncn2-c2ccccc2)CC1
(5) COc1ccc(OCC(=O)Nc2cc(-c3ccccc3F)nn2-c2ccccc2)cc1
(6) CCCCC1C(=O)N(c2ccccc2)N(c2ccc(O)cc2)C1=O (stereo not given)
(7) CN1C(=O)Cc2cc(S(=O)(=O)N3CCN(c4cccc(C(F)(F)F)c4)CC3)ccc21
(8) CCCOc1nccnc1NC1CCN(C(=O)NCC)CC1

| Assay by compound | 1 | 2 | 3 | 4 | 5 | 6 | 7 | 8 |
| --- | --- | --- | --- | --- | --- | --- | --- | --- |
| Luciferase inh | · | 1.4% | -5.1% | · | · | · | · | 1.3% |
| HEK293 tox | · | 4.9% | -1.4% | 1.2% | · | · | · | 11.7% |
| HEK293 viab | 14.1% | -22.3% | 9.9% | -0.6% | -23.8% | -15.4%[23.9 µM] | -20.0% | -8.7% |
| GPT2 inhibitor | · | 2.8% | i | i | · | ? | · | i |
| SNCA expr inh | -3.2% | 7.3% | -3.8% | -1.0% | -7.7% | -12.3%[25.6 µM] | -4.9% | ? |
| IP6K1 inhibitor | -2.6 | 4.2 | 12.1 | -1.6 | 25.6 | -19.6 | 8.9 | 2.6 |
| 3T3 cytotox | · | 0.0% | 2.8% | i | · | · | · | -15.4% |

(9) CCOc1cc(=O)n2c(c1C(=O)NC1CCCCCC1)CCCC2
(10) Cc1noc(C)c1CNCC1(CO)C[C@@H](O)[C@@H](O)C1 (stereo not given in full)
(11) Cc1cc(CNC(=O)[C@@H]2CCC[C@@H](NCc3nccs3)CN(C)C(=O)C2)no1
(12) O=C(NCc1ccccc1Cl)c1nc2sccn2c1-c1ccc(C(F)(F)F)cc1
(13) Cc1nn(C)c(C)c1C(=O)N1CCCC(c2ccc(C(=O)O)cc2)C1 (stereo not given)
(14) O=C(NCc1ccccc1)C1CCC(=O)N1C1CCN(C(=O)c2ccc3c(c2)OCO3)CC1 (stereo not given)
(15) CCOc1ccccc1NC(=O)CN1C(=O)C(c2ccccc2)=NC12CCCC2
(16) COc1ccc(CNC(=O)c2ccc(Cn3ccn4nc5c(c4c3=O)CCCC5)cc2)cc1OC

| Assay by compound | 9 | 10 | 11 | 12 | 13 | 14 | 15 | 16 |
| --- | --- | --- | --- | --- | --- | --- | --- | --- |
| Luciferase inh | -0.5% | -6.1%&-1.4%[230 µM] | -15.1%[172 µM] | · | -3.2% | 0.7% | -9.2% | -9.1% |
| HEK293 tox | 3.6% | -7.0%&-16.4%[230 µM] | 1.3%[172 µM] | ? | i | -10.3% | 79.4µM* | 22.4µM* |
| HEK293 viab | -0.3% | 4.1%&-4.4%[87.6 µM] | 3.5%[87.6 µM] | -20.6% | 5.5% | 3.8% | -11.1%[12.5 µM] | -16.3% |
| GPT2 inhibitor | 1.8% | -6.0%[88.5 µM] | ? | i | -3.7% | i | i | i |
| SNCA expr inh | ? | -28.8%&26.3%[87.6 µM] | -2.2%[87.6 µM] | -40.2% | -22.2% | 2.5% | -29.5% | 26.0% |
| IP6K1 inhibitor | -13.6 | -6.4&-8.4 | 2.1 | 2.1 | 19.5 | -1.1 | 7.8 | 5.9 |
| 3T3 cytotox | i | -5.1%&-11.1%[230 µM] | -16.6%[174 µM] | ? | 0.1% | i | ? | ? |

Quoted at random: 4 compounds from above, in no set order.
(5) COc1ccc(OCC(=O)Nc2cc(-c3ccccc3F)nn2-c2ccccc2)cc1
(9) CCOc1cc(=O)n2c(c1C(=O)NC1CCCCCC1)CCCC2
(3) Cc1nc(C)c(C(=O)N2CCC3(CC2)CC(N(C(=O)NC(C)C)C2CC2)CCO3)s1 (stereo not given)
(16) COc1ccc(CNC(=O)c2ccc(Cn3ccn4nc5c(c4c3=O)CCCC5)cc2)cc1OC

| Assay by compound | 5 | 9 | 3 | 16 |
| --- | --- | --- | --- | --- |
| Luciferase inh | · | -0.5% | -5.1% | -9.1% |
| HEK293 tox | · | 3.6% | -1.4% | 22.4µM* |
| HEK293 viab | -23.8% | -0.3% | 9.9% | -16.3% |
| GPT2 inhibitor | · | 1.8% | i | i |
| SNCA expr inh | -7.7% | ? | -3.8% | 26.0% |
| IP6K1 inhibitor | 25.6 | -13.6 | 12.1 | 5.9 |
| 3T3 cytotox | · | i | 2.8% | ? |

(next part)
(17) CCCC(=O)N(C)CC1CCOCC1
(18) CCOc1ccc(C(=O)N2CCC3(CC2)NC(=O)N(c2ccc(F)cc2)N3)cc1
(19) O=C(c1ccc(C(F)(F)F)cc1)N1CCC2(CC1)Cc1ccccc1NC2=O
(20) O=C(CNS(=O)(=O)c1cccs1)N1CCN(c2cccc(C(F)(F)F)c2)CC1
(21) O=C1CCN(Cc2c[nH]c3ccccc23)CCCC(C(=O)NCc2ccccc2)CCN1 (stereo not given)
(22) COc1ccc(C(=O)Nc2ccc(-c3cc(C(F)(F)F)nn3-c3ccccc3)cc2)cc1OC
(23) O=C(c1ccc(F)c(F)c1)N1CCCC(n2cc(-c3nc(-c4ccccc4)no3)nn2)C1 (stereo not given)
(24) Cc1ccc(C(=O)Nc2nc3nc(C)cc(=O)n3[nH]2)cc1

| Assay by compound | 17 | 18 | 19 | 20 | 21 | 22 | 23 | 24 |
| --- | --- | --- | --- | --- | --- | --- | --- | --- |
| Luciferase inh | 11.6% | 1.7% | -2.7% | · | -10.4% | · | ? | · |
| HEK293 tox | 9.8% | ? | ? | · | -7.4% | · | 44.7µM* | · |
| HEK293 viab | 1.2% | 8.2% | ? | -2.4% | -0.2% | -23.2% | -3.9% | 0.5% |
| GPT2 inhibitor | i | ? | i | · | i | · | -9.6% | · |
| SNCA expr inh | 0.9% | -0.3% | 3.7% | -31.4% | 11.0% | ? | 67.7%[activator] | 17.6% |
| IP6K1 inhibitor | -1.5 | -10.0 | -0.8 | 18.2 | -9.5 | -12.8 | -6.0 | -26.8* |
| 3T3 cytotox | i | ? | -8.7% | · | -14.2% | · | ? | · |

(25) COc1ccc(OC)c(-c2cc(Cl)c3c(c2)CC(CNC(=O)C(C)(C)C)O3)c1 (stereo not given)
(26) Cc1c(Cl)cccc1NC(=O)CSc1nc(=O)n(Cc2ccccn2)c2c1CCC2
(27) CCc1ccc(-n2nnc(-c3nc(-c4ccc(C)cc4)no3)c2N)cc1
(28) COc1cccc(C(=O)N2CCN(c3nccc(Nc4ccccc4Cl)n3)CC2)c1
(29) O=C(NCc1cccs1)c1cn2cc(-c3ccc(F)cc3)sc2n1
(30) COc1ccc2nc(N3CCN(C(=O)C4CC4)CC3)sc2c1
(31) O=c1[nH]c(N2CCOCC2)nc2c1CCN(Cc1cc(Br)ccc1F)CC2
(32) COc1ccc(-c2[nH]ncc2CNc2cc(C3CC(O)C3)nc(C)n2)cc1 (stereo not given)
(33) NC(=O)[C@H](Cc1cccs1)NC(=O)C1=C[C@@H](NC(=O)NC2CCCCC2)[C@@H](O)[C@H](O)C1
(34) CCc1ccc(CNC(=O)c2c3c(nc4ccccc24)C(=O)N(C2CCCCC2)C3)cc1
(35) O=C(NCc1ccc2c(c1)CCN2C(=O)c1ccccc1)c1ccc(Br)o1

| Assay by compound | 25 | 26 | 27 | 28 | 29 | 30 | 31 | 32 | 33 | 34 | 35 |
| --- | --- | --- | --- | --- | --- | --- | --- | --- | --- | --- | --- |
| Luciferase inh | 3.7% | · | · | · | · | · | -6.5% | -0.4% | -2.7% | · | · |
| HEK293 tox | -3.9% | · | · | 35.5µM* | ? | · | -11.1% | -5.5% | i | · | · |
| HEK293 viab | 10.4% | 9.2% | 9.1% | -4.7% | 5.8% | -0.6% | -0.2% | 1.5% | -0.7% | -8.7% | 4.5% |
| GPT2 inhibitor | i | · | · | i | i | · | i | 4.6%[11.5 µM] | i | · | · |
| SNCA expr inh | -14.1% | -2.2% | 39.4%[activator] | 5.3% | 22.5% | 59.6%[activator] | 8.5% | 17.2% | -5.5% | -11.5% | -9.2% |
| IP6K1 inhibitor | 5.8 | 37.0 | 3.5 | 12.9 | 0.7 | 27.4 | 3.8 | 8.4 | 4.2 | 2.0 | -17.4 |
| 3T3 cytotox | i | · | · | ? | ? | · | -20.6% | -8.2% | -3.1% | · | · |

Given bar-delimited: entries from further up.
nr | molecule | Luciferase inh | HEK293 tox | HEK293 viab | GPT2 inhibitor | SNCA expr inh | IP6K1 inhibitor | 3T3 cytotox
30 | COc1ccc2nc(N3CCN(C(=O)C4CC4)CC3)sc2c1 | · | · | -0.6% | · | 59.6%[activator] | 27.4 | ·
31 | O=c1[nH]c(N2CCOCC2)nc2c1CCN(Cc1cc(Br)ccc1F)CC2 | -6.5% | -11.1% | -0.2% | i | 8.5% | 3.8 | -20.6%

Some of the compounds tested; the hit share may differ from the screen's.
